# G9a block: qHTS Assay for Inhibitors of Histone Lysine Methyltransferase G9a | G9a H3K9 monomethylation, AlphaScreen, 2 h | Potency, µM (titrated, usually from 102 µM), inactives show at the highest dose activity, negative = inhibition, hits mostly inhibitors | hit rate 8.8% among 350,000 | AID 504332, 2011 | Histone-lysine N-methyltransferase EHMT2 (Homo sapiens), Q96KQ7; note: potency is the fitted concentration of half-maximal effect; % is set by controls: 0 for no effect and ±100 for the full control effect; nearly all actives have a fitted effect of over 75% in size
#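 AlphaScreen read-out: biotin-H3K9 peptide (500 nM) methylation by 20 nM enzyme with 20 uM SAM, 2 h at room temperature after 15 min compound preincubation; anti-monomethyl H3K9 antibody plus donor/acceptor beads, 10 min dark.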
# JMJD2A Tudor inh: qHTS Assay for Inhibitors of JMJD2A-Tudor Domain; Potency, µM (doses to about 114 µM), for inactives: at the top dose activity change, negative = inhibition, usual class: inhibitors; Lysine-specific demethylase 4A (Homo sapiens), O75164; hit rate 4.4% among 390,000; AlphaScreen JMJD2A-Tudor / H3K4me3 peptide binding; note: potency is the fitted concentration of half-maximal effect; % is set by controls: 0 for no effect and ±100 for the full control effect; nearly all actives have a fitted effect of over 50% in size
# Target sequence (O75164 whole entry, looked up, the tested form may be a part): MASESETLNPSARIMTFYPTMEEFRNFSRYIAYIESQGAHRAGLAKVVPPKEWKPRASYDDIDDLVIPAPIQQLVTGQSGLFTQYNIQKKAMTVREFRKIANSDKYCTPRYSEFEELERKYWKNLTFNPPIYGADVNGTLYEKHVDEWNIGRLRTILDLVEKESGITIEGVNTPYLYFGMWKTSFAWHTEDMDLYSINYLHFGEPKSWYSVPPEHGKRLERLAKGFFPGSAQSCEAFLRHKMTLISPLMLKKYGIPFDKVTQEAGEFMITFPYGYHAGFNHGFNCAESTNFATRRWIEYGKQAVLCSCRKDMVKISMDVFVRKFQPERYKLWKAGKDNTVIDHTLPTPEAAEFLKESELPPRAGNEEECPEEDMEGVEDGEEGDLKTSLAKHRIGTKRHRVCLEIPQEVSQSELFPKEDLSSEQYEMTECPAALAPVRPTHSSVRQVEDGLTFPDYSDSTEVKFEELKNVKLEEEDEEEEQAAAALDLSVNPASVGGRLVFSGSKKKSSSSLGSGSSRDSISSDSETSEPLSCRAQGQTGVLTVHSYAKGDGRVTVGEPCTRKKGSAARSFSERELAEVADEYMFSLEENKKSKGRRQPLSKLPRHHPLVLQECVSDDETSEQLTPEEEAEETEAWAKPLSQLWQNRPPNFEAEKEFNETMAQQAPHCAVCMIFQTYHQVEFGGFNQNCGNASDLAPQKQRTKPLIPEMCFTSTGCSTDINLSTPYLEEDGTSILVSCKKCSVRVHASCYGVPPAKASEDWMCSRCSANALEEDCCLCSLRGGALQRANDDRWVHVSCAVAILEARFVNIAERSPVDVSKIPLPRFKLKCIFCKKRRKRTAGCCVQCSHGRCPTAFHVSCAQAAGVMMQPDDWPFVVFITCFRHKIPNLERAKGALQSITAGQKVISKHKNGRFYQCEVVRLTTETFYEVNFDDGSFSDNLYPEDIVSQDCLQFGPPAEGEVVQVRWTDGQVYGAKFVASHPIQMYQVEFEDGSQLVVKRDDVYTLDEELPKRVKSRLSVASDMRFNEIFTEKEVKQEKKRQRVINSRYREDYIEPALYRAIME
# PI4K2A inh: qHTS for small molecular inhibitors of PI4K2A | Phosphatidylinositol 4-kinase type 2-alpha (Homo sapiens), Q9BTU6 | purified PI4K2A, ADP-Glo luminescence, 1 h; hits give low values | activity change, negative = inhibition, % at 76.9 µM | hit rate 0.13% among 420,000 | AID 1346378, 2018; in the data active = activity change below about -50%; inconclusive = mostly about -30% to -49%;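 note: -100% = wells without enzyme as full effect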
#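 Compounds are screened against recombinant PI4K2A using PI as substrate and ATP, the latter dispensed at 300 microM. Reactions run one hour at ambient temperature before ADP-Glo detection; full inhibition defined by wells lacking enzyme.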
# HP1b chromo inh: HTS for Inhibitors of HP1-beta Chromodomain Interactions with Methylated Histone Tails | AID 540317, 2011 | Potency, µM (series often up to 114 µM), without a hit: at the top dose activity change, negative = inhibition, hits mostly inhibitors | Chromobox protein homolog 1 (Homo sapiens), P83916 | AlphaScreen HP1-beta / biotin-H3K9me3 peptide binding | hit rate 0.56% among 390,000; note: potency is the fitted concentration of half-maximal effect; nearly all actives have a fitted effect of over 70% in size; inactives centre near 23
#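 HP1-beta protein (50 nM final) preincubated 30 min at room temperature with biotinylated H3(1-18)K9me3 peptide (50 nM) in PBS pH 7.4, 0.01% Tween-20, then compound added for 30 min. AlphaScreen streptavidin donor/nickel chelate acceptor beads (10 ug/mL final), 30 min dark, luminescence read.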
# PGK inhibitor: qHTS Assay to Find Inhibitors of Phosphoglycerate Kinase; hit rate 0.043% among 380,000; PGK/GAPDH coupled, Kinase-Glo luminescence, 60 min; Potency, µM (top dose mostly 57.5 µM), for the others: at the highest dose activity change, negative = inhibition, usual class: inhibitors; AID 602233, 2012; note: potency is the fitted concentration of half-maximal effect; % is set by controls: 0 for no effect and ±100 for the full control effect; nearly all actives have a fitted effect of over 60% in size
#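 Luminescent ATP detection (Kinase-Glo Plus) follows a 60-minute room-temperature incubation, with wells lacking PGK as controls. Buffer: 100 mM TEA (pH 7.6), 5 mM MgCl2, 0.01% Tween-20. Coupling enzyme GAPDH (100 nM final) supplies unstable 1,3-BPG in-well.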
# GLS inh: qHTS for Inhibitors of Glutaminase (GLS); GLS enzymatic activity, qHTS titration; hit rate 0.21% among 410,000; Glutaminase kidney isoform, mitochondrial (Homo sapiens), O94925; Potency, µM (top dose mostly 45.5 µM), without a hit: at the highest dose activity change, negative = inhibition, hits mostly inhibitors; AID 624170, 2012; note: potency is the fitted concentration of half-maximal effect; % is set by controls: 0 for no effect and ±100 for the full control effect
#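 Assay buffer: 45 mM KH2PO4 pH 8.2, 0.02% Tween-20. hKGA acts on L-glutamine (1 mM solution added); product glutamate is reported by an oxidase/peroxidase Amplex Red coupling, with fluorescence taken at baseline and 30 min.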
# BAZ2B inh: qHTS Assay for Inhibitors of BAZ2B; hit rate 4.4% among 360,000; Potency, µM (top dose mostly 114 µM), without a hit: top-dose activity change, negative = inhibition, actives largely listed as inhibitors; Bromodomain adjacent to zinc finger domain protein 2B (Homo sapiens), Q9UIF8; AID 504333, 2011; AlphaScreen BAZ2B-H3K14Ac peptide displacement; note: potency is the fitted concentration of half-maximal effect; % is set by controls: 0 for no effect and ±100 for the full control effect; nearly all actives have a fitted effect of over 60% in size
#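 In this displacement format the biotinylated H3(5-23) peptide acetylated at Lys14 serves as ligand at 50 nM, with BAZ2B at 50 nM in PBS pH 7.4 containing 0.01% Tween-20. Donor and acceptor beads are 10 ug/mL final.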
# Pin1 inh: qHTS Assay to Find Inhibitors of Pin1. Potency, µM (titrated, usually from 115 µM), inactives show top-dose activity, negative = inhibition, hits mostly inhibitors. hit rate 0.009% among 390,000. Peptidyl-prolyl cis-trans isomerase NIMA-interacting 1 (Homo sapiens), Q13526. Pin1 FP peptide displacement, HiFluor488, 10 min; active = well fitted inhibition curve with a large enough effect in the polarisation, with a control signal flat, not every such curve was filed as active; inconclusive = small, poorly fitted or top-dose-only effect, or effect the other way, or a change in a side signal; inactive = no such curve, though single readings can be large or run the other way; the % refers to the polarisation; note: potency is the fitted concentration of half-maximal effect; % is set by controls: 0 for no effect and ±100 for the full control effect
# ERG Ets-DNA blk: qHTS for Small Molecule Inhibitors of the ERG Ets/DNA interaction | Transcriptional regulator ERG (Homo sapiens), P11308 | fluorescence polarization, His-ERG Ets domain / labelled DNA | Potency, µM (titrated, usually from 76.9 µM), for inactives: at the top dose FP activity, negative = inhibition, hits mostly inhibitors | hit rate 0.028% among 370,000 | AID 624246, 2012; active = well fitted inhibition curve with a large enough effect in the polarisation, with a control signal flat; inconclusive = small, poorly fitted or top-dose-only effect, or effect the other way, or a change in a side signal; inactive = no such curve, though single readings can be large or run the other way; the % refers to the polarisation;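 note: polarization taken with two DNA probes labelled with fluorescein and Texas red; potency is the fitted concentration of half-maximal effect; % of control where 0% means no effect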
#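 His-tagged ERG Ets domain (1 uM in the protein solution; 300mM KCl, 50mM Tris-HCl, 1mM EDTA, 1mM DTT, pH 7.5) received compound, then a probe mix of 5 nM fluorescein-DNA and 100nM Texas-615-DNA. Fluorescence polarization was read for both dyes.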
# * hit, by the source's call; i = inactive; ? = inconclusive; . = no result given; & = joins results of further samples; ! = repeats disagree; [ ] = another dose, or the depositor's remark. Unless noted, calls come from the whole dose curve; as a rule, active = well fitted curve in the direction sought with a large enough effect; inconclusive = small, poorly fitted or top-dose-only effect, or another doubt; inactive = no such curve, though single readings can be large; an effect the other way counts as inactive or inconclusive. A portion of the library; rates above refer to the full screens.
SMILES,G9a block,JMJD2A Tudor inh,PI4K2A inh,HP1b chromo inh,PGK inhibitor,GLS inh,BAZ2B inh,Pin1 inh,ERG Ets-DNA blk
Cc1ncc(CN2CCCC(C(=O)c3cccc(Cl)c3)C2)s1 (stereo not drawn),3%,-18%,0,28%,-7%,-4%,-16%,6%,-5%
Cc1nc2ccc(N3CCN(C)CC3)cc2nc1C,15%,-2%,9,10%,15%,1%,0%,0%,-1%
CC1CC2(C)C(=CC1=O)CCC1C3CCC(C)(O)C3(C)CC3OC312 (stereo not drawn),.,-6%,3,19%[57 µM],-6%,-16%,.,0%,12%
Cc1[nH]c2c(Cl)cccc2c(=O)c1CN1CCCCCC1,?,-12%,2,51%[activator],10%,13%,-16%,2%,1%
O=C(NN1C(=O)C2C3C=CC(C4CC34)C2C1=O)c1cccc(Br)c1 (stereo not drawn),?,-16%,-1,33%,2%,0%,1%,2%,-2%
CSCCC(=O)Nc1cc(S(=O)(=O)N2CCOCC2)ccc1N1CCN(C)CC1,?,-16%,-2,19%,-1%,24%,-2%,3%,2%
CN1OC[C@@H]2COc3ccc4ccccc4c3[C@@H]21,-8%,-7%,0,56%[activator],i,-3%,-2%,-6%,-1%
Cc1cc(OC(C)C(=O)NCc2ccncc2)c2c3c(c(=O)oc2c1)CCC3 (stereo not drawn),41%,-17%,1,95%[activator],i,-1%,-20%,-4%,14%
COc1ccc(NP(=O)(Oc2ccccc2OC)Oc2ccccc2OC)cc1,14%[59 µM],-30%,3,7%,-9%,1%,-8%,-2%,3%
CC(=O)OCC(=O)[C@H]1CC[C@H]2[C@@H]3CC=C4C[C@@H](O)CC[C@]4(C)[C@H]3CC[C@]12C,?,1%,1,42%[activator],0%,-2%,4%,2%,4%
Cc1cccc(CN2CCN(CC(=O)N3CCC4(CC3)OCCO4)C2=O)c1,10%,-6%[57.1 µM],-5,44%[activator],-5%,4%,6%,0%,-2%
Cc1ccc(N2C(=O)NC(=O)/C(=C\c3ccc(N4CCOCC4)cc3)C2=O)cc1,?,-13%,-7,37%,1%,6%,1%,11%,-1%
C[N+](C)(C)CCOC(=O)CBr,25µM*!,-18%,-4&6,15%,i,0%,11%,-2%,4%
O=C1NC(=O)C2(Cc3ccccc3N3CCCC32)C(=O)N1 (stereo not drawn),50µM*,-19%,2,17%,-7%,1%,-23%,?,1%
COC(=O)C1=C(c2ccccc2)C[C@@H]2CC[C@H]1N2C,5%[2.33 µM],-26%,-2,30%,-4%,1%,5%,-11%,-8%
CC(=O)OC1CCC2(C)C3CCC4(C)C(OC(C)=O)CCC4C3C(C)C2(O)C1 (stereo not drawn),.,-12%,0,15%[57 µM],-3%,-11%,.,-9%,3%
Cn1cccc1/C=C1/C(=O)NC(=O)N(Cc2ccc(F)cc2)C1=O,40µM*,-32%,-25,10%,-17%,-6%,45µM*,-6%,31%[activator]
CCC(C)C1NC(=O)C(NC(=O)C(CC(C)C)N(C)C(=O)C2CCCN2C(=O)C(C)O)C(C)OC(=O)C(Cc2ccc(OC)cc2)N(C)C(=O)C2CCCN2C(=O)C(CC(C)C)NC(=O)[C@H](C)C(=O)[C@H](C(C)C)OC(=O)CC1O (stereo partly drawn),.,-15%,-3,37%,i,0%,.,-2%,-2%
S=c1[nH]nc(-c2ccco2)n1-c1cccc2ccccc12,?,40µM*,-7,13%,2%,11%,-6%,?,-6%
OC1(c2cccnc2)CC2CCC(C1)N2Cc1nnnn1Cc1ccccc1 (stereo not drawn),-27%,-6%,0,29%,-5%,-7%,-26%,-1%,8%
Cc1ccc2oc(=O)n(CCC(=O)Nc3ccc(N4CCOCC4)cc3)c2c1,?,-18%,0,20%,9%,0%,-22%,3%,-13%
COC(=O)C1=C(c2ccc(F)cc2F)C[C@@H]2CC[C@H]1N2C(=O)N1CCC(C)CC1,16%[2.33 µM],-17%,-4,31%,-10%,-1%,4%,0%,6%
COP(=O)(OC)C(NC(=O)c1ccc(C)cc1)C(Cl)(Cl)Cl (stereo not drawn),5%,1%,4,40%[activator],-6%,15%,0%,4%,-2%
O=C(COc1ccccc1/C=C1/NC(=O)NC1=O)Nc1ccccc1,?,-17%,6,-7%,-3%,-8%,-9%,-13%,-8%
CCCCC12CNCC(C)(CNC1)C2=O,19%[12.7 µM],2%,-4,1%,7%,9%,-6%,-8%,5%
O=c1[nH]c(=O)n(Cc2ccco2)c(O)c1C=NCCN1CCOCC1,?,-9%,-2,46%[activator],-5%,?,6%,?,-4%
N#C/C(N)=C(/N)C#N,12%[0.501 µM],-20%,1,28%,-1%,-5%,-36%,-10%,-18%
C[C@]12CCC3C(CCC4=CC(O)CC[C@@]43/C=N/O)C1(O)CCC2C1=CC(=O)OC1 (stereo partly drawn),0%,-16%,3,-1%,3%,-2%,-9%,-8%,9%
CN(C)P1(N(C)C)=Nc2c(c(N)nn2C)C(c2ccccc2)=N1,-17%[59 µM],1%&-9%,-6&0,29%&15%,-1%&6%,19%&18%,0%,-9%&-6%,1%
Cc1nc2ccc(OC(=O)c3ccccc3)cc2s1,93%[activator],10%,-2,73%[activator],5%,5%,17%,4%,-3%
CN(C)C(=O)Nc1cccc(OC(=O)N(C)C)c1,-2%[59 µM],-21%,8,33%,-2%,8%,-1%,0%,6%
Cc1oc2ccc(OC(=O)N(C)C)cc2c1C(=O)OC(C)C,2%[59 µM],-4%,-2,33%[activator],0%,6%,5%,-2%,4%
Cc1cccc2c1=NC(=O)/C(=C/c1c(O)[nH]c(=O)[nH]c1=O)C=2,10µM*,-21%,1,9%,-8%,18%,?,4%,-5%
Cc1ccccc1C1=NCC(=S)Nc2ccc(Cl)cc21,-27%[59 µM],-28%,1,33%,i,-6%,23%,-3%,-7%
O=C(C1CC(=O)N(c2ccc(F)c(Cl)c2)C1)N1CCC2(CC1)OCCO2 (stereo not drawn),9%[12.7 µM],-1%,2,22%,-9%,-4%,5%,3%,.
CN(C)CC1CCCCC1OC(=O)Cc1ccc(Cl)c([N+](=O)[O-])c1 (stereo not drawn),?,14µM*,0,?,-1%,1%,?,-4%,-1%
c1ccc2c(c1)[IH]c1ccccc1-2,.,-12%,-6,40%[activator],-8%,-15%,.,-5%,0%
CN1CCC2(CC1)c1ccccc1-c1ccccc12,.,-4%,0,2%,11%,7%,.,3%,-1%
CCOP(=O)(OCC)c1nc(-c2cccc3ccccc23)oc1N1CCOCC1,24%[59 µM],11%,2,66%[activator],-2%,-9%,4%,-5%,10%
CCn1cc(C(=O)O)c(=O)c2ccc(C)nc21,8.9µM*!,-17%,3&4&3,6%,-8%,8%&-1%,79µM*,-3%,-8%
COc1ccc(-c2nc3ccccc3c(=O)o2)cc1,20%[59 µM],-10%,-3,41%[activator],-1%,5%,0%,1%,-2%
CN(C)C(=O)Oc1cccc(NC(=O)N2CCOCC2)c1,14%[59 µM],-11%,6,43%,-3%,-1%,1%,1%,-15%
CN1C(C(=O)N2CCC3(CC2)OCCO3)=CC(c2ccc(F)cc2)=NS1(=O)=O,5%,-16%,-2,51%[activator],-6%,-14%,-10%,0%,-9%
CC(C)(C)C(=O)O[C@H]1CC[C@@]2(C)C(=CC(=O)C3C2CC[C@]2(C)C(=O)[C@@H](F)CC32)C1 (stereo partly drawn),.,-18%,-2,13%,-3%,-2%,.,4%,1%
O=C(O)[C@H]1C[C@@H]1[C@H](NP(=O)(c1ccccc1)c1ccccc1)c1ccccc1,?,-5%,-5,20%,7%,1%,?,-16%,-6%
COC(=O)C12OCC34C(CC5C(C)=C(O)C(=O)CC5(C)C3C(O)C1O)OC(=O)C(OC(=O)/C=C(\C)C(C)C)C24 (stereo not drawn),.,-3%,1,44%[activator],-5%,-6%,.,-12%,?
CCC(=NCC1CCCO1)c1c(O)n(Cc2ccccc2)c(=O)[nH]c1=O (stereo not drawn),31%[12.7 µM],-10%,-1,27%,1%,13%,13%,5%,0%
C[C@]12CC[C@H](N)CC1=CCC1C2CC[C@@]2(C)C1CC[C@@H]2O (stereo partly drawn),.,-7%,1,23%,-10%,-5%,.,0%,-4%
CCC(=O)N1CC(=O)Nc2ccc(F)cc2C1c1ccc(F)cc1 (stereo not drawn),-2%,-7%,6,22%,6%,-6%,-6%,0%,6%
